Mot1-301 SUMO: inhibitors of SUMOylation pathway: yeast Mot1-301 growth rescue; hit rate 1% among 320,000; growth rescue, % at 18.8 µM; S. cerevisiae Mot1-301 growth rescue, ATP luminescence, 38.5C; percent above DMSO median, 100 means doubled;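 active means every valid replicate shows activation above 250% relative to neutral control wells; inactive means the rest, any valid replicate at or below 250%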;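 further: OY570 slx delta 5 strain wells were the positive control but not used for scaling; some compounds called inactive have numbers as strong as hits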
E coli growth: reduces bacterial viability in AddAB counter-screen; E. coli V3065 growth, OD600 absorbance, 18 h; inhibition, % at 11.9 µM; hit rate 0.27% among 330,000;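 active means inhibition above the campaign's mean inhibition across all tested compounds plus 3 SD, cut at about 9.9% in these data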;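 further: uninfected addAB+ strain grown without phage in ampicillin broth; 0% = DMSO wells and 100% = ciprofloxacin 0.95 µg/ml wells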
Tat transport: inhibitors of E. coli Tat protein transport. E. coli MC4100 TorA-mCherry Tat export, fluorescence. inhibition, % at 10 µM. hit rate 0.036% among 340,000;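 active means mean replicate inhibition at least 50% and at least half of replicates individually reaching 50%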;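 further: exported cargo escapes ClpAP degradation while cytoplasmic cargo is degraded and loses fluorescence; 0% = median of neutral control wells and 100% = median of NaSCN control wells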
MOR-DOR ag: OPRM1-OPRD1 heterodimerization agonism; cells, luminescence; activation, % at 9.3 µM; hit rate 0.3% among 340,000; in the data active means activation above about 18%;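 further: 0% = vehicle-treated cells and 100% = reference agonist; values of inactives mirror those of a sister screen read the other way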
HTR5A inv ctr: HTR5A inverse agonism, opioid heterodimer counter-screen; hit rate 0.083% among 340,000; HTR5A cell line, luminescence; inhibition, % at 9.3 µM; P47898; AID 504634; in the data active means inhibition mostly above about 23%, no sharp cut-off; inactive means mostly below about 18%;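 further: 0% = cells with DMSO and 100% = no-cell wells with DMSO; some compounds called inactive have numbers as strong as hits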
Target sequence (P47898 whole entry, looked up): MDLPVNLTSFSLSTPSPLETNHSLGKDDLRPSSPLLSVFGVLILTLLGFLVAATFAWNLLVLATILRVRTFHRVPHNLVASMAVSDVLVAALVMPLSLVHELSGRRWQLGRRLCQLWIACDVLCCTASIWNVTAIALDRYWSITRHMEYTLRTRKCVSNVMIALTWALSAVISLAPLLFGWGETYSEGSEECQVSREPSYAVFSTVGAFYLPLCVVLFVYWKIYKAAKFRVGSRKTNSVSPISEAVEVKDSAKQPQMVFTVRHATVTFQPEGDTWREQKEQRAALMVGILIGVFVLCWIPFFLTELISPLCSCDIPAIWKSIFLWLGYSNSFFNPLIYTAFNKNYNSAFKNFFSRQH
MOR-DOR inv ag: inverse agonist of human OPRM1-OPRD1 heterodimerization; P35372+P41143; cell-based MOR-DOR heterodimer luminescence, inverse agonism; inhibition, % at 9.3 µM; hit rate 0.21% among 340,000; AID 504357; in the data active means inhibition above about 22%, passing the limit was not always enough;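 further: 0% = cells with DMSO and 100% = wells without cells with DMSO; values of inactives mirror those of a sister screen read the other way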
PfHsp90 yeast 2: growth inhibition of yeast expressing Plasmodium Hsp90. S. cerevisiae expressing PfHsp90, BacTiter-Glo ATP, 48 h; yeast lacking PDR1 and PDR3 efflux regulators. inhibition, % at 9.4 µM. hit rate 0.32% among 310,000. AID 504621;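 active means every replicate shows inhibition above about 80%, whatever the replicate mean, limit read from the data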;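 further: 0% = DMSO neutral controls and 100% = 20 µM radicicol positive controls; yeast relying on Plasmodium falciparum Hsp90 in place of its own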
PKA-R1A activ: PKA-R1A complex activation | PKA-R1A dissociation, Cy5-IP20 fluorescence polarization; scaled: DMSO 0%, 113 µM cGMP 100% | activation, % at 11.4 µM | hit rate 0.083% among 340,000 | AID 504707;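 active means percent activation above the mean of all tested compounds plus 3 SD, cut at about 19% in these data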;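 further: higher means more PKAc released from R1A so a rise in polarization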
PKA-R2B act: activators of human PKA-R2B complex | PKA-R2B holoenzyme dissociation, Cy5-IP20 fluorescence polarization; R2B truncated from residue 108, S112A mutant; 0% DMSO only, 100% 113 µM cGMP | activation, % at 11.4 µM | hit rate 0.079% among 340,000 | AID 504700;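 active means activation above a cutoff set at the mean over all compounds plus 3 SD, cut at about 18% in these data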;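 further: higher means more holoenzyme dissociation and a rise in polarization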
Target sequence (P31323 whole entry, looked up, other chains not shown, the tested form may be a part): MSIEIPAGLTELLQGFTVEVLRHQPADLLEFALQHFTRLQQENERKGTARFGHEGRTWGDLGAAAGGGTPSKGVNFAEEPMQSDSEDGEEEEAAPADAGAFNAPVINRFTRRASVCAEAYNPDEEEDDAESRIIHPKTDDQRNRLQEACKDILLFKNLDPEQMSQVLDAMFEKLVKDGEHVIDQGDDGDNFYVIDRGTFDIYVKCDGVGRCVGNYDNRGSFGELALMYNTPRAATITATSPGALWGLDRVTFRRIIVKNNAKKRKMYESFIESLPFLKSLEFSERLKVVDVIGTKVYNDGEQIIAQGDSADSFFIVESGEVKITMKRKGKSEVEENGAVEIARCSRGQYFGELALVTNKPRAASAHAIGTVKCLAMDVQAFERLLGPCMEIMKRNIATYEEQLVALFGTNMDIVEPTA
AddAB inh: less growth of phage-infected E. coli with AddAB. E. coli expressing H. pylori AddAB, absorbance growth. inhibition, % at 11.9 µM. hit rate 0.29% among 330,000; in the data active means inhibition above about 12%;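 further: 0% = vehicle wells of infected cells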
phage Ecoli inh: E. coli growth loss with phage present; growth absorbance; inhibition, % at 11.9 µM; hit rate 0.26% among 360,000; AID 651602; in the data active means inhibition above about 11%
An asterisk follows results filed as active; · = no result given.

Molecule,Mot1-301 SUMO,E coli growth,Tat transport,MOR-DOR ag,HTR5A inv ctr,MOR-DOR inv ag,PfHsp90 yeast 2,PKA-R1A activ,PKA-R2B act,AddAB inh,phage Ecoli inh
CCN1CCN(C(c2cccs2)C(C)NC(=O)CC(C)C)CC1 (centres undefined),-6,1.0,3,-1.2,-9,7,8,-1,3,2.6,2.5
CSc1ncccc1C(=O)OCC(=O)NCc1cccs1,-11,-0.2,-4,-1.1,-15,6,·,-1,-1,-1.8,1.6
O=C(CCN1C(=O)S/C(=C\c2ccc(F)cc2)C1=O)Nc1ccc(O)cc1C(=O)O,-1,-0.8,-4,-1.8,1,10,-13,-9,-8,-2.0,-3.3
COc1ccc(N2C(=O)C(CC(=O)Nc3ccc(F)cc3)N(CCc3cccs3)C2=O)cc1 (centres undefined),700*,0.9,-1,-1.4,6,9,-11,2,10,1.0,4.3
C/C(=N\NC(=O)C(O)c1ccccc1)c1cccnc1 (centres undefined),2,·,13,-3.6,7,19,-4,1,-1,·,3.2
N#CC1(P(=O)(c2ccccc2)c2ccccc2)CCCC1,3,5.0,-2,-3.0,-6,16,-27,-5,-2,3.0,0.8
CC1(C)Cc2nc(-c3ccccc3)nc(SCC(=O)N3CCCC3)c2CO1,-18,-1.7,-11,-0.3,3,1,-13,0,8,0.7,0.4
O=C(CSc1nc2ccsc2c(=O)n1Cc1ccccc1)NCC1CCCO1 (centres undefined),-7,0.5,6,-1.1,-14,5,·,2,-5,0.9,0.2
COc1ccc2c(c1OC)C(=O)N(c1ccc3c(c1)CCC3)C2=O,10,-1.7,-8,-0.7,1,4,·,-4,-1,0.9,1.2
COc1ccc(S(=O)(=O)N(CC(=O)NCc2ccncc2)c2ccc(C)cc2)cc1OC,2,1.4,3,-1.0,-4,5,-30,-2,2,2.0,1.5
CCc1ccc(OCC(=O)NNC(=S)NC(=O)C2CCCCC2)c(Br)c1,171,-0.2,-11,-7.0,12,36,-7,10,-6,-3.9,1.3
CCOC(=O)c1c(C)oc2ccc(OC(=O)N3CCOCC3)cc12,-8,-3.7,-15,-0.4,11,2,17,3,-3,0.3,0.3
CCOC(=O)C(NC(=O)Cc1ccccc1)(Nc1cc(C)on1)C(F)(F)F (centres undefined),32,-2.7,-10,-2.7,8,16,·,6,0,1.7,1.2
CCOC(=O)CSc1nc(C(C)(C)C)nc2ccccc12,147,0.0,9,11,-3,-60,27,-3,-10,4.6,3.6
COc1ccc(N2C(=S)N(C(=O)c3ccccc3)C(=Nc3ccccc3)C2=Nc2ccccc2)cc1,-13,-1.5,-4,2.1,14,-11,37,6,-17,-0.6,1.3
Cc1cc(C)c(NC(=O)c2ccc3c(c2)C(=O)N(Cc2cccnc2)C3=O)c(C)c1,6,-1.9,-5,-2.9,-13,12,5,-2,7,0.8,0.0
CCCCNC(=S)NC(=O)c1ccc(Cl)cc1Cl,2,-0.2,-4,2.4,12,-12,·,-5,4,2.5,0.6
O=C(Cn1cnc2c(cnn2-c2ccc(Cl)cc2)c1=O)NC1CCCCC1,-2,1.1,4,0.6,-8,-3,-20,3,9,0.9,1.0
O=c1[nH]c(C2CC2)nc2sc3c(c12)CCCC3,12,1.3,-2,-2.4,5,12,-18,1,4,3.3,2.7
CCN(CC)c1ccc(/C=N/NC(=O)C(O)c2ccccc2)cc1 (centres undefined),2,2.3,-2,0.1,-2,0,-15,3,-3,0.9,1.8
COc1cccc(N/C(=N/C(=S)Nc2ccc(C)cc2C)Nc2nc(C)cc(C)n2)c1,1,-0.2,0,-2.4,-18,12,-4,18,8,-0.7,2.1
CN(C)Cc1ccc(F)cc1Sc1cc(Cl)ccc1Cl,1,0.6,6,2.3,9,-15,12,-14,7,2.3,2.0
CCOC(=O)c1c(NC(=O)c2c(-c3ccccc3)noc2C)sc(C)c1-c1ccccc1,-8,-1.6,-3,-3.6,3,16,1,3,0,0.6,5.2
CCCCC(=O)Nc1nnnn1CCC,4,-3.0,-4,-0.7,-2,5,-11,-9,15,-0.3,3.1
CC(=O)N1N=C(c2ccco2)CC1c1cccs1 (centres undefined),115,-1.7,6,-2.1,5,12,6,-10,-2,0.3,0.5
C=CCN1C(=O)/C(=C/C=C2/N(CC)c3ccc(S(=O)(=O)N(C)C)cc3N2CC)SC1=S,-1,1.9,-5,-2.9,10,13,11,5,-1,6.6,7.1
CCOC(=O)C1CCCN(C(=O)Cn2c(=O)c3cccn3c3cccnc32)C1 (centres undefined),-5,-1.4,1,-1.7,18,9,9,8,0,0.7,0.9
CCOc1ccc(-n2c(SCC(=O)Nc3ccc4c(c3)OCO4)nc3ccccc3c2=O)cc1,-11,-0.7,5,2.1,-1,-11,5,4,6,-2.3,-0.2
COc1ccc(Cc2n[nH]c(=S)n2Cc2ccccc2)cc1Cl,48,2.5,-1,-0.1,8,1,26,-2,-6,0.9,2.5
CN(c1cccc(NC(=O)CN(c2ccc(Cl)c(Cl)c2)S(=O)(=O)c2ccccc2)c1)S(C)(=O)=O,-14,-1.1,-4,2.0,10,-12,-13,3,-5,2.9,4.2
Cc1cccc(-c2nc(C#N)c(N3CCC(C)CC3)o2)c1,-8,·,-2,-2.6,5,12,31,-3,9,·,1.3
OC(COC1CCCCC1)CN1CCN(c2ccccc2)CC1 (centres undefined),10,2.7,2,-1.2,-27,6,37,11,2,-1.2,3.1
COC(=O)C[C@H]1c2cc(F)ccc2S(=O)(=O)N1Cc1ccccc1,2,-2.3,5,-1.6,-31,9,-4,-10,-12,-2.6,1.0
COc1ccc(NC(=O)CSc2nc(O)c(Cc3ccccc3)c(=O)[nH]2)cc1,-3,2.1,2,-1.7,7,9,18,-12,-2,2.0,3.5
CCOc1ccccc1NC(=O)C1CCCCN1S(=O)(=O)c1ccc(F)cc1 (centres undefined),11,-3.7,1,2.0,2,-12,19,5,7,2.1,2.8
Cc1ccc(CNC(=O)CSCc2ccc(F)cc2)cc1,3,2.1,4,-0.5,19,3,·,-1,-10,2.4,1.1
Cc1ccc(OCC(=O)NCCN2CCOCC2)cc1C,6,1.7,-1,-0.3,11,2,3,-4,3,3.6,4.6
COc1ccc(NC(=O)N2CCCC(c3nc(-c4ccc(C(C)C)cc4)no3)C2)cc1 (centres undefined),-8,2.4,7,7.2,-39,-38,-69,11,-8,1.3,2.8
CCC(=O)NC(=S)Nc1cccc(-c2nc3ncccc3o2)c1,-9,3.6,1,-1.6,0,8,-16,-6,2,0.3,0.5
Cc1ccc(S(=O)(=O)N2CCN(C(=O)CN3CCCSc4ccccc43)CC2)cc1,-8,-1.4,0,-3.6,18,15,-3,-6,-6,-2.2,2.9
COc1ccc(-c2cc3ccccc3n2CC(O)CN2CCCCC2)cc1 (centres undefined),87,-0.3,2,-2.1,-9,11,-4,-6,-4,0.7,0.8
Cc1ccc(OCCn2cnc3ccccc3c2=O)c([N+](=O)[O-])c1,-2,0.4,-4,-3.0,7,18,-8,-2,-6,0.8,4.4
O=C(NN=Cc1ccc(O)cc1O)c1ccccc1NS(=O)(=O)c1cccs1,-10,5.6,7,-1.3,5,5,25,-6,0,2.0,5.2
Cn1c(C(=O)NCCN2CCOCC2)cc2sccc21,217,-0.2,-2,-0.9,-5,5,1,3,-2,2.9,0.2
COc1cc(/C=C2\SC(=S)N(CC(=O)NC3=NCCS3)C2=O)cc(OC)c1OC,-8,0.9,0,-2.0,-39,12,19,1,-9,0.8,4.7
Cc1c(N/C=C(\Cl)C(=O)C(F)(F)F)c(=O)n(-c2ccccc2)n1C,-2,1.3,-3,0.9,-16,-5,·,2,-6,1.2,4.1
CCn1cc(C(=O)N[C@@H](CC(C)C)C(=O)NCCCn2ccnc2)c(=O)c2cc3c(cc21)OCO3,2,1.4,16,-3.7,-12,18,15,10,0,2.7,1.3
CSc1ccccc1C(=O)Nc1cccc(C(C)=O)c1,2,2.6,-3,-4.0,-37,21,9,7,-3,3.4,3.5
COc1ccc2nc(NNC(=O)c3cc(=O)c4ccccc4o3)sc2c1,-4,-0.8,1,8.8,-9,-49,-18,6,4,0.7,3.9
Cc1ccc(NNC(=O)c2ccno2)cc1C,100,0.8,4,-12,-3,61*,5,-9,-5,2.6,-1.8
COc1cccc(CN2CCNC(=O)C2CC(=O)NCc2cn3ccc(C)cc3n2)c1OC (centres undefined),-7,-1.3,-6,-1.4,-9,7,17,-1,0,-1.6,0.9
CCOc1ccc(NC(=S)N2CCCN(Cc3cccc(Cl)c3)C2)cc1,·,-0.2,9,1.2,-10,-6,1,-8,-12,2.3,6.5
COc1cc(C(=O)N2CCSCC2)ccc1OC1CCN(C(C)=O)CC1,8,0.5,5,0.0,-15,0,3,-1,4,-1.5,3.1
CCCC(=O)Nc1ccc(C(=O)/C=C/c2ccc(SC)cc2)cc1,-9,2.4,-3,·,·,·,-8,-10,-7,0.5,3.3
Cc1ccc(NC(=O)CC2C(=O)NC3CCCCC3N2C(=O)c2ccc(F)cc2)cc1C (centres undefined),281,-0.7,4,-2.9,6,12,-4,-2,-3,3.5,2.6
CCOC(=O)c1c(-c2ccc(F)cc2)csc1NC(=O)CN1C(=O)NC2(CCCCC2C)C1=O (centres undefined),·,-0.7,3,4.4,15,-23,17,-3,-9,-0.2,3.7
COc1ccccc1CNC(=O)CN(c1ccc(C)cc1)S(=O)(=O)c1c(C)n[nH]c1C,912*,-1.0,9,-0.6,-12,3,6,2,-2,1.3,3.6
CS(=O)(=O)N1CCCC(C(=O)NCCN2CCC(Cc3ccccc3)CC2)C1 (centres undefined),180,-0.4,5,1.5,20,-8,-11,10,-7,2.3,1.4
C=CCc1ccccc1OCC(O)CN1CCN(c2ccc(C)cc2)CC1 (centres undefined),13,-1.7,-5,6.1,0,-34,-6,4,-12,2.8,-0.1
O=C(NN1C(=O)C2C3CCC(O3)C2C1=O)c1ccco1 (centres undefined),-4,2.0,-13,-1.0,15,6,8,-4,-4,-1.1,3.3

Going on with the list.
Molecule,Mot1-301 SUMO,E coli growth,Tat transport,MOR-DOR ag,HTR5A inv ctr,MOR-DOR inv ag,PfHsp90 yeast 2,PKA-R1A activ,PKA-R2B act,AddAB inh,phage Ecoli inh
O=C(CSC(=S)N1CCOCC1)Nc1nccs1,-15,0.2,5,0.1,-6,0,-6,-14,8,0.4,3.2
Cc1cc(/C=C2\SC(=S)NC2=O)c(C)[nH]1,167,1.6,-4,-2.5,9,12,-7,-7,2,-2.1,2.4
O=C(COC(=O)C1COc2ccccc2O1)NC(=O)NC1CCCC1 (centres undefined),16,-1.0,-4,1.9,1,-11,-8,20*,-2,-0.5,2.2
O=C1CCC([N+](=O)[O-])C(c2ccc(Cl)cc2)N1 (centres undefined),19,-1.9,-3,-2.4,-1,13,-3,1,4,1.0,-0.2

Source: PubChem BioAssay (several laboratories)
